GPR151 activ = activators of human GPR151, primary screen, cell-based, PathHunter beta-arrestin, luminescence. G-protein coupled receptor 151 (Homo sapiens), Q8TDV0. PathHunter beta-arrestin GPR151 cells. activation, % at 11.2 µM. actives 1% (n = 650,000); in the data active = activation above about 4.9%;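 also: 0% = median of compound wells and 100% = cells with positive control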
FBW7 act = FBW7 E3 ligase activators, primary screen, biochemical, AlphaScreen, human. F-box/WD repeat-containing protein 7 (Homo sapiens), Q969H0. AID 1259310, 2017. AlphaScreen FBW7–phospho-cyclin E peptide binding, activator screen. actives 0.13% (n = 650,000). normalized activity (activation), % at 26.1 µM; in the data active = normalized activity above about 1.9%;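 also: purified mutant Fbw7 with reduced substrate affinity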
Target sequence (Q969H0 whole entry, looked up): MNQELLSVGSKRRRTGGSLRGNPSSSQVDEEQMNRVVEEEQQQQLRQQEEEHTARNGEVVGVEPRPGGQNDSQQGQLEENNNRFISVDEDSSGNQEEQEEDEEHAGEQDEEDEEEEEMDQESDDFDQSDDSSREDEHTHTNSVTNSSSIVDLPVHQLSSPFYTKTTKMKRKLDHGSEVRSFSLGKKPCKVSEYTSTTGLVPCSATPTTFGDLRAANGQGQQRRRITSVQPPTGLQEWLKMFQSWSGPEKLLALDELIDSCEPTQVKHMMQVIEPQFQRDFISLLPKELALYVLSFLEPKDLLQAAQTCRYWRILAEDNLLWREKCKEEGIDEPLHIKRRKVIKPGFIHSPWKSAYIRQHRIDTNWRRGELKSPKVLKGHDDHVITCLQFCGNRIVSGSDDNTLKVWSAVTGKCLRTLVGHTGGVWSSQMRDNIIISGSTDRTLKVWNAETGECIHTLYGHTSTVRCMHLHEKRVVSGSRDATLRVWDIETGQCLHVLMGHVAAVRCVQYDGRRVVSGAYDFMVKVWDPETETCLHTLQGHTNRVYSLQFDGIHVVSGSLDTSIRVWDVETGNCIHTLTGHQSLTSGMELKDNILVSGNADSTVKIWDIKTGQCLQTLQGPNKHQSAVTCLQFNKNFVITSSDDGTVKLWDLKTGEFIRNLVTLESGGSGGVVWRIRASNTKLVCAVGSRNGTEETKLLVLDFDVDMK
MITF primary = MITF inhibitors, primary screen, biochemical, AlphaScreen, human | Microphthalmia-associated transcription factor (Homo sapiens), O75030 | AlphaScreen MITF homodimerization, bead proximity signal | inhibition, % at 2.6 µM | actives 0.91% (n = 650,000); in the data active = inhibition above about 50%;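 also: 0% = vehicle wells with protein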
TEAD-YAP inh = TEAD-YAP interaction inhibition, primary screen, TEAD-YAP interaction inhibitor project, luminescence, HEK-TIYL cells; actives 1.4% (n = 640,000); TEAD-Gal4/YAP UAS-luciferase luminescence; inhibition, % at 9.12 µM; in the data active = inhibition above about 32%;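 also: 0% = median of test compound wells and 100% = reference inhibitor wells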
The depositor's hits bear a star.

SMILES	GPR151 activ	FBW7 act	MITF primary	TEAD-YAP inh
CC1CCCC(C)N1C(=O)COC(=O)c1cccc(S(=O)(=O)N2CCOCC2)c1 (stereo not drawn)	0.1	1.0	15	-2
Cc1c(O)ccc2c(-c3ccccc3)cc(=O)oc12	0.9	0.2	4	6
C=CCON1C(=O)CN(C(=O)Nc2ccccc2)C1c1ccccc1 (stereo not drawn)	-0.5	0.1	-9	0
CN1CCN(C(=O)/C(=C/c2cccc3ccccc23)NC(=O)c2ccccc2)CC1	-0.2	0.0	5	-15
C[C@@H](OCc1ccccc1)[C@@H]1NC(=O)[C@H]2CN(Cc3cnn(-c4ccccc4Cl)c3)CCN2C1=O	0.4	0.6	15	6
O=C(NCCn1cc(SCC(=O)N2CCCCC2)c2ccccc21)c1ccc(F)cc1	0.4	0.2	5	-1
Cc1oc2cc([N+](=O)[O-])c(O)c([N+](=O)[O-])c2c1C(=O)c1ccc(Cl)cc1	0.2	-0.1	20	-2
COC(CN(C)C(=O)C1CCC(CNS(=O)(=O)c2ccccc2)CC1)OC (stereo not drawn)	3.0	-0.1	1	5
CC1=NN(c2ccccc2)C(=O)/C1=C\c1ccc(O)cc1	-0.9	0.2	5	2
CCOC(=O)C1=C(c2ccccc2)Nc2nnnn2C1c1cccc([N+](=O)[O-])c1 (stereo not drawn)	-1.7	0.3	25	-3
Cc1ccc(Oc2ccc(Nc3nccc(-c4ccc(S(C)(=O)=O)cc4)n3)cc2C)cn1	-0.1	0.0	-2	25
CS(=O)(=O)Oc1ccc2c(=O)c(-c3ccc(Br)cc3)coc2c1	-1.4	0.0	-8	-63
N#CC1=C2SCC(O)(c3ccc(F)cc3)N2C(=O)CC1c1cccc(F)c1 (stereo not drawn)	-0.3	0.0	7	54*
N#Cc1c(/N=C/N(Cc2ccccc2)Cc2ccccc2)sc2c1CCCCC2	-0.8	-0.2	-2	1
COc1ccc(-c2cc(C(=O)NCCc3ccccc3)c3ccccc3n2)cc1	0.0	0.1	0	-17
Cc1cccc(OCC(=O)Nc2nc3ccccc3n2C)c1C	0.2	-0.5	-17	5
C=CCSc1ncccc1C(=O)NC1CCCC1	1.4	0.1	0	-3
CCN(Cc1nc(-c2cccc(C)c2)no1)C(=O)Nc1cccc(Cl)c1	0.1	0.1	15	2
CN(CCNC(=O)Cn1ncc2c1-c1ccccc1OC2)C1CCCCC1	-2.4	-0.1	-9	-7
CCOC(=O)C1CCCN(C(=O)c2cc3c(=O)n4cccc(C)c4nc3n2C)C1 (stereo not drawn)	1.6	0.2	-5	2
CC(C)C(=O)Nc1nnc(SCc2ccc(Br)cc2)s1	-0.4	0.1	20	-3
O=C(NC1CCN(Cc2ccccc2)CC1)c1ccc2nc(N3CCN(c4ccccn4)CC3)sc2c1	1.1	0.0	-10	-12
CS(=O)(=O)N1CCCC(c2nc3c(nnn3Cc3ccccc3Cl)c(=O)[nH]2)C1 (stereo not drawn)	-0.4	-0.4	-15	2
COc1cc(/C=C2\SC(=S)N(Cc3cccnc3)C2=O)cc([N+](=O)[O-])c1O	0.4	0.1	10	-3
Cc1nc2nc(SCC(=O)NCC3CCCO3)nn2c(C)c1Cc1ccccc1Cl (stereo not drawn)	-0.7	0.0	-15	-2

Continued, overlapping the part above by seven compounds.
SMILES	GPR151 activ	FBW7 act	MITF primary	TEAD-YAP inh
CN(CCNC(=O)Cn1ncc2c1-c1ccccc1OC2)C1CCCCC1	-2.4	-0.1	-9	-7
CCOC(=O)C1CCCN(C(=O)c2cc3c(=O)n4cccc(C)c4nc3n2C)C1 (stereo not drawn)	1.6	0.2	-5	2
CC(C)C(=O)Nc1nnc(SCc2ccc(Br)cc2)s1	-0.4	0.1	20	-3
O=C(NC1CCN(Cc2ccccc2)CC1)c1ccc2nc(N3CCN(c4ccccn4)CC3)sc2c1	1.1	0.0	-10	-12
CS(=O)(=O)N1CCCC(c2nc3c(nnn3Cc3ccccc3Cl)c(=O)[nH]2)C1 (stereo not drawn)	-0.4	-0.4	-15	2
COc1cc(/C=C2\SC(=S)N(Cc3cccnc3)C2=O)cc([N+](=O)[O-])c1O	0.4	0.1	10	-3
Cc1nc2nc(SCC(=O)NCC3CCCO3)nn2c(C)c1Cc1ccccc1Cl (stereo not drawn)	-0.7	0.0	-15	-2
CC1=C/C(=C\c2c(O)n(-c3ccccc3)c(=S)[nH]c2=O)C(C)=N1	-0.8	-0.5	9	-6
CCc1cc(=O)oc2c(C)c(OCc3ccccc3F)ccc12	-0.4	0.0	3	5
Cc1ccc(C)c(OCCNCCN(C)C)c1Cl	-1.2	-0.1	-4	15
COc1ccccc1NC(=O)Cn1nnc(-c2ccccc2F)n1	-0.2	0.2	11	-6
CCOC(=O)c1ccc(NC(=O)c2ccccc2C)cc1	-2.8	0.0	-1	-29
O=C(Cn1nc2c3ccc(Cl)cc3ncn2c1=O)N1CCCCCC1	1.1	0.1	3	-1
CN1C(=O)c2ccc(NC(=O)c3cc(Cl)ccc3[N+](=O)[O-])cc2C1=O	-1.4	0.1	-12	-9
COc1ccc2c(c1)CC(c1nc3cc(-c4ccncc4)ccc3c(=O)[nH]1)CO2 (stereo not drawn)	0.9	0.4	19	-2
O=c1c(Oc2ccccc2)c(C(F)(F)F)oc2cc(OCc3ccccc3)ccc12	3.0	0.0	0	2
Cc1nn(C)c(Cl)c1/C=C/C(=O)N1CCOCC1	0.2	-0.2	-9	-12
CCc1ccc(CN2CCC(n3nccc3NC(=O)Nc3cccc(F)c3)CC2)o1	-0.5	0.1	3	19
COc1ccc(CNC(=O)c2cc(-c3ccccc3)n[nH]2)cc1	-0.7	0.0	-2	-4
CCC(=O)N1CCC[C@@H]1Cn1nc(-c2cccs2)ccc1=O	0.4	-0.1	-9	1
CCN(CC)S(=O)(=O)c1ccc(N=Nc2c(O)[nH]c(=S)[nH]c2=O)cc1	-1.7	0.0	6	-6
COc1ccc(NC(=O)CSc2nc(-c3ccccc3)cc(=O)[nH]2)cc1OC	-2.1	0.0	13	3
CCN(CC)CCNc1c(CCC(C)C)c(C)c(C#N)c2nc3ccccc3n12	-0.2	0.0	-9	-14
C=CCN1C(=O)C(CC(=O)Nc2ccc(OCC)cc2)N(Cc2ccccn2)C1=S (stereo not drawn)	-0.1	0.4	1	-2
C(=C(c1nnnn1-c1ccccc1)c1nnnn1-c1ccccc1)c1ccccc1	0.3	-0.1	14	8
COc1cccc(-n2c(SC)nnc2-c2cnccn2)c1	-0.2	-0.1	1	13
CCOc1ccc(CC(=O)Nc2ccc3c(c2)CCCN3C(=O)c2ccco2)cc1	1.2	0.6	6	5
COc1ccc(-c2nnc(NC(=O)c3ccccc3Br)o2)cc1	2.0	0.2	18	-9
CCCNS(=O)(=O)c1ccc(F)c(C(=O)Nc2cc(Cl)ccc2OC)c1	5.8*	0.7	8	-10
CN(C)c1cccc(Nc2nccc(NCCO)n2)c1	-1.3	-0.1	-11	-7
CCC(C(=O)Nc1ccc(F)cc1)n1nnc(C(=O)OC)c1C(=O)OC (stereo not drawn)	0.3	-0.3	-1	4
O=C(NC1CC1)c1ccc(-c2nc(C(=O)NCCOc3ccccc3)cs2)cc1	1.1	0.0	4	4

Ordered by length of the SMILES (lowest first): some entries from above.
SMILES	GPR151 activ	FBW7 act	MITF primary	TEAD-YAP inh
Cc1ccc(C)c(OCCNCCN(C)C)c1Cl	-1.2	-0.1	-4	15
COc1ccc(-c2nnc(NC(=O)c3ccccc3Br)o2)cc1	2.0	0.2	18	-9
COc1ccc(NC(=O)CSc2nc(-c3ccccc3)cc(=O)[nH]2)cc1OC	-2.1	0.0	13	3

(list continues)
SMILES	GPR151 activ	FBW7 act	MITF primary	TEAD-YAP inh
CCOc1cccc2c1OC1(CCCCC1)N1N=C(c3cccs3)CC21 (stereo not drawn)	0.1	0.3	9	-45
Nc1ccccc1S(=O)(=O)NCc1ccccc1Cl	-0.6	0.3	7	4
C[C@@H]1CCC[C@H](C)N1C(=O)CCc1nnc(Cc2cccc(C(F)(F)F)c2)o1	0.5	-0.1	9	-53
Cc1ccccc1CC(C1CCN(C(=O)c2ocnc2C)CC1)N(C)C(=O)Cn1cccn1 (stereo not drawn)	-1.1	0.2	21	11
Nc1nnc(CC(=O)N/N=C/c2ccc(Sc3ccc(Cl)cc3)o2)s1	-1.0	0.0	6	7
Cc1csc2nc(CSc3nc4cc([N+](=O)[O-])ccc4s3)c(Br)n12	-1.0	0.1	15	-2
COc1cccc(-c2cc(C(=O)NCCc3ccc(OC)c(OC)c3)[nH]n2)c1	-0.3	0.1	1	4
Cc1c(Cl)cccc1NC(=O)c1ccc(C(=O)Nc2cccc(Cl)c2C)cc1	-0.9	0.0	-3	-3
c1ccc(CN2CCN(C3CCCC3)CC2)nc1	-1.2	-0.2	74*	-9
Cc1ccc(C=Nc2ccc(S(N)(=O)=O)cc2)s1	0.0	0.1	7	9
CCCS(=O)(=O)N1CCC(C(=O)NCCCN2CCOCC2)CC1	-0.1	0.4	10	4
COC(=O)c1cccc(CN2C(=O)C(C)Sc3ccccc32)c1 (stereo not drawn)	0.5	0.2	-3	-17
Cc1cc(Br)ccc1OCC(=O)O	3.9	0.2	-12	17
C/C(CC(=O)Nc1ccccc1C)=N\NC(=O)C(=O)Nc1ccc(C)c(Cl)c1	-0.1	0.2	24	3
COc1ccc(CCN(C)CCC(=O)Nc2ccc(F)cc2)cc1OC	0.3	-0.3	-12	12
CN(C)C(=O)COC(=O)/C=C/c1ccccc1[N+](=O)[O-]	2.7	0.1	-2	6
CC1=C(C(=O)Nc2ccc(C)cc2)C(c2cccnc2)n2ncnc2N1 (stereo not drawn)	1.0	-0.2	4	7
O=C1c2[nH]nc(-c3ccccc3O)c2C(c2ccccc2)N1CCCO (stereo not drawn)	0.7	0.0	0	9
CN(C)C1(CNC(=S)NCc2ccc3c(c2)OCO3)CCCCC1	-0.4	-0.2	8	4
COc1ccc(-c2nc(Nc3cc(OC)c(OC)c(OC)c3)c3[nH]cnc3n2)cn1	-0.6	0.3	12	57*
Cc1ccc(NCC(=O)c2ccc([N+](=O)[O-])cc2)cc1	1.4	0.0	-6	-29
Cc1ncn(-c2ccc(Nc3ncc4cccc(N5CCOCC5)c4n3)cc2)n1	0.2	-0.3	1	48*
Nc1cc(C(=O)c2ccccc2)ccc1N1CCOCC1	-0.4	0.4	2	-36
O=C(Nc1nnc(S(=O)(=O)N2CCCc3ccccc32)s1)c1cccs1	4.1	0.0	5	-3
Cc1nc(OC(C)C)cc(N2CCN(S(=O)(=O)Cc3ccccc3)CC2)n1	4.9	0.0	-5	4
Further records follow:
SMILES	GPR151 activ	FBW7 act	MITF primary	TEAD-YAP inh
CC1=C(C(=O)OCCc2ccccc2)C(c2ccc3c(c2)OCO3)C2=C(CC(c3ccccc3)CC2=O)N1 (stereo not drawn)	-1.3	0.1	5	3
Cc1nnc(-c2ccccc2)c(=O)n1/N=C/c1ccccc1Cl	-0.5	0.1	27	2
O=c1oc2ccc(Cl)cc2cc1-c1csc(Nc2ccc(F)cc2)n1	0.3	-0.1	-1	0
C=CCn1c(CCNC(=O)c2cccs2)nnc1SCC(=O)Nc1cccc(F)c1	-1.0	0.1	14	-11
Cc1ccc(-c2cc(C(=O)NN)c3ccccc3n2)s1	-0.2	-0.2	5	-14
C=CCOC(=O)C1=C(C)Nc2[nH]c(=O)[nH]c(=O)c2C1c1ccc(O)cc1 (stereo not drawn)	-0.9	-0.1	-3	2
COc1ccc(NC(=O)[C@H](C)NC(=O)c2ccco2)cc1S(N)(=O)=O	-0.7	-0.1	-8	-1
COc1cccc(C2=CC(c3cc(OC)ccc3OC)n3nnnc3N2)c1 (stereo not drawn)	-2.2	-0.1	10	50*
COc1cc(OC)cc(C(=O)N2CCN(S(=O)(=O)c3ccc(NC(C)=O)cc3)CC2)c1	1.3	0.1	-6	5
CCN(CC)C(=O)c1sc(NC(=O)c2cc(-c3ccc(Br)cc3)nc3ccccc23)c(C#N)c1C	-1.3	-0.1	4	-12
Cc1nn(CC(=O)OCC(=O)NC(C)c2ccccc2)c(C)c1[N+](=O)[O-] (stereo not drawn)	0.6	0.0	-2	-1
O=C(NCc1ccncc1)c1cn(Cc2ccc(F)cc2)nn1	1.3	0.1	0	-4
CCOc1ccc(Br)cc1S(=O)(=O)n1cnc2ccccc21	-0.4	0.1	-15	-4
Cc1nn(C)cc1CNC(=O)C1c2ccccc2Oc2ccccc21	-1.2	-0.1	-7	7
CCOc1ccc(NC(=O)c2sc3ncn(CC(=O)N(CC)CC)c(=O)c3c2C)cc1	-0.9	0.2	-7	-5
CC(=O)Nc1ccc(NC(=O)CSc2ccc3nnc(-c4ccc(F)cc4)n3n2)cc1	-0.2	-0.1	-14	-6
O=C(O)c1ccc(S(=O)(=O)c2ccc3c(c2)C(=O)NC3=O)cc1	-0.8	-0.2	-2	-4
COc1ccc(/C=c2\sc3nc(-c4cccs4)nn3c2=O)c(OC)c1	1.6	0.0	-1	1
CC1=C(C(=O)N2CCOCC2)C(c2ccc(Cl)cc2)C2=C(CC(C)(C)CC2=O)N1 (stereo not drawn)	0.1	0.0	-7	-7
Cc1ccc(C(=O)N/C(=C/c2ccccc2F)C(=O)NCc2ccco2)cc1	-0.2	0.0	5	8
